Screening data deposited in PubChem by several laboratories.
NadD inh: inhibitors of Staphylococcus aureus NadD; purified NadD enzyme, colorimetric absorbance read-out; hit rate 0.78% among 360,000; inhibition, % at 20 µM; in the data active means inhibition above about 26%; further: some compounds past the cut are filed as inactive
Rpn11 inh: inhibitors of human proteasome Rpn11 | human 26S proteasome, Ub4-pepOG fluorescence polarization; 20S core pre-blocked with epoxomicin | hit rate 0.59% among 360,000 | AID 588493 | O00487 | calls only at 20 µM;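 active means inhibition at 20 µM, scaled to each plate's controls, above about 33%, limit read from the data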
Target sequence (O00487 whole entry, looked up): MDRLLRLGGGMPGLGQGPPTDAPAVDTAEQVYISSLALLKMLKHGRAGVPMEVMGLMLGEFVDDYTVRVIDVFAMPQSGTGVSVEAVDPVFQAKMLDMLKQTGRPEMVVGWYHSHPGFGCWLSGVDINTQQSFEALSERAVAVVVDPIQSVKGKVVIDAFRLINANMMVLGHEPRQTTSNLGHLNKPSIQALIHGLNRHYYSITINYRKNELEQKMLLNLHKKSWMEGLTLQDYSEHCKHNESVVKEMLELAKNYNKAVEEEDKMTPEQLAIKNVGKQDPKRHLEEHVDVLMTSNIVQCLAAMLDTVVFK
DNMT1 inh: DNMT1 (human) enzyme inhibition. P26358. DNMT1 molecular beacon, Hinp1I cleavage, fluorescence. inhibition (reported as % activation of signal), % at 10 µM. hit rate 0.83% among 360,000; in the data active means inhibition above about 50%
LMPTP block: LMPTP (human) inhibition. P24666. recombinant LMPTP-A, OMFP fluorogenic substrate, fluorescence intensity. inhibition, % at 20 µM. hit rate 0.22% among 360,000;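 active means compounds that cut the enzyme signal by at least half of the control window in the single-dose screen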;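 further: plate controls were DMSO wells with enzyme plus substrate for no effect and substrate without enzyme for full effect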
Target sequence (P24666 whole entry, looked up): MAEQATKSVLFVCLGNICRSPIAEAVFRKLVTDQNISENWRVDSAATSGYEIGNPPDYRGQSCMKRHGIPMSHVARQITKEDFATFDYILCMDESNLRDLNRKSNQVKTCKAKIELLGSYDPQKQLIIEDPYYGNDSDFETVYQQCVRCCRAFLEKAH
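material = LMPTP-A | quantity = 0.625 nM enzyme | reagent = OMFP substrate, 400 µM final | buffer or medium = Bis-Tris pH 6.0, DTT, detergent | detection = endpoint fluorescence intensity from OMFP dephosphorylation | dosing = single 20 µM dose | read-out basis = % inhibition relative to no-enzyme and uninhibited control wells | control set = no-enzyme and uninhibited controls | timing = 50 min at room temperature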
CSN deneddyl inh: blocks human CSN-mediated cullin deneddylation. inhibition, % at 12.5 µM. Q92905. hit rate 0.38% among 360,000. Purified CSN, SCF-Nedd8-OG deneddylation, fluorescence polarization;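 active means pattern-corrected inhibition above about 35%, with an unprinted fluorescence ratio check between 0.5 and 1.5, limit read from the data, passing the limit was not always enough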;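 further: 0% = enzyme with substrate and 100% = substrate without enzyme; some results filed as inactive read as strong as hits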
Target sequence (Q92905 whole entry, looked up, one chain of several): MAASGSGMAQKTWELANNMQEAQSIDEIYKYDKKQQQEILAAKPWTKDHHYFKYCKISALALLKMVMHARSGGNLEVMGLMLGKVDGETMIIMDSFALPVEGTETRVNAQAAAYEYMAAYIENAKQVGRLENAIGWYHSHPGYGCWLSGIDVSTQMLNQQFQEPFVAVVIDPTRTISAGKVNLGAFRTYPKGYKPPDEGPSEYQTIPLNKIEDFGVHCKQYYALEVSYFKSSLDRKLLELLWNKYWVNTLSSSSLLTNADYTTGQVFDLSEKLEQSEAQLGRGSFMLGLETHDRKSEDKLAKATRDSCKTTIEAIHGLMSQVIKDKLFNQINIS
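Assay system: Purified human Csn5 enzyme expressed in HEK293T cells | Amount: Enzyme 0.24 nM | Measured by: Fluorescence polarization readout | Medium: Tris/NaCl/DTT buffer, pH 7.5 | Compound dosing: One concentration, 12.5 µM, 0.25% DMSO | Times: 90 min incubation of compound, enzyme and substrate at room temperature | Control set: no-enzyme wells high, enzyme-with-substrate wells low | Read-out: % inhibition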
PABP1 MLLE inh: inhibitors of microRNA-mediated deadenylation, human PABP1 MLLE binding | hit rate 0.36% among 360,000 | inhibition, % at 20 µM | AID 588489 | P11940 | GST-MLLE / FITC-PAM2 fluorescence polarization; in the data active means inhibition above about 35%, passing the limit was not always enough;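 further: plate controls were DMSO wells with GST-MLLE for no effect and wells lacking GST-MLLE protein for full effect; some results filed as inactive read as strong as hits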
TbMetRS inhib: Trypanosoma brucei MetRS inhibition; AID 624268; inhibition, % at 11.9 µM; purified T. brucei MetRS, ATP depletion, Kinase-Glo luminescence; hit rate 0.4% among 360,000;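 active means inhibition above a per-plate cutoff of the control wells' mean inhibition plus 3 SD, cut at about 5.5% in these data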;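 further: 0% = DMSO wells median and 100% = median of wells with control inhibitor compound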
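Assay system: T. brucei methionyl-tRNA synthetase, purified | Medium: HEPES buffer with MgCl2, KCl, DTT, spermine, BSA, pyrophosphatase | Compound: 11.9 µM single point | Incubation: 15 min enzyme-compound preincubation, 2 h reaction, 10 min detection, 25 °C | Measured by: Kinase-Glo luciferase luminescence reporting remaining unconsumed ATP | Measure: % inhibition normalized to control-well medians | Replication: Singlicate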
Scp-1 inhibitor: inhibitors of human Scp-1 phosphatase. Q9GZU7. Recombinant Scp1, phosphopeptide, malachite green phosphate absorbance. inhibition, % at 20 µM. hit rate 0.88% among 340,000. AID 493091;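 active means inhibition above about 50% at 20 µM, limit read from the data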;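 further: plate controls were DMSO wells with enzyme for no effect and wells lacking enzyme for full effect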
Target sequence (Q9GZU7 76-261 limits assumed): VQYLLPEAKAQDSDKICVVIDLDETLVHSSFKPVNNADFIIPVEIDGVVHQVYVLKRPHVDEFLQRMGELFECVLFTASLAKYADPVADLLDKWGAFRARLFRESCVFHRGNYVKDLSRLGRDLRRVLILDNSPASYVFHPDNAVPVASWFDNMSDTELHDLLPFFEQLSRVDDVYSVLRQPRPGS
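assay system = SCP-1 phosphatase catalytic domain, residues 76-261 | buffer or medium = 50 mM Tris acetate pH 5.5, 0.005% Tween-20, 10 mM MgCl2 | incubation = enzyme reaction 45 min at room temperature, colour 5 min, stabilisation 30 min | signal = Phosphate-binding colour reagent, absorbance read at 630 nm | measure = % inhibition at 20 µM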
SUMO1-SIM PPI: modulators of human SUMO1-mediated protein-protein interactions. SUMO1 binding to a labelled peptide, TR-FRET, 1 h. AID 602429. P63165. inhibition, % at 20 µM. hit rate 0.33% among 360,000; in the data active means inhibition above about 37%
STEP block: inhibitors of human striatal-enriched phosphatase STEP; inhibition, % at 20 µM; recombinant STEP, OMFP fluorogenic substrate, fluorescence; P54829; hit rate 0.25% among 360,000;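 active means inhibition at 20 µM, scaled per plate between control wells, above about 37%, limit read from the data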;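 further: 0% = DMSO with enzyme and substrate and 100% = substrate only without enzyme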
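Assay system: isolated STEP enzyme / Timing: 20 min at room temperature, dark / Doses: 20 µM, 1% DMSO / Technique: fluorescence intensity, excitation 480 nm, emission 540 nm / Reagent: fluorogenic phosphatase substrate OMFP at 25 µM final / Measure: percent inhibition scaled to no-enzyme and uninhibited-enzyme controls, plate-pattern corrected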
Numbers without * were called inactive; i = inactive.

Field names – A = NadD inh; B = Rpn11 inh; C = DNMT1 inh; D = LMPTP block; E = CSN deneddyl inh; F = PABP1 MLLE inh; G = TbMetRS inhib; H = Scp-1 inhibitor; I = SUMO1-SIM PPI; J = STEP block
> N#Cc1c(N)n(-c2cccc(O)c2)c2nc3ccccc3nc12
  A = 3; B = i; C = -3; D = 0.8; E = 0; F = -15; G = 0.7; H = -3; I = -11; J = 1
> CCCCNC(=O)c1ccc2c(c1)N(CC)C(=O)CS2
  A = -1; B = i; C = 0; D = -1.0; E = 5; F = -3; G = -0.2; H = -6; I = 3; J = 2
> CCOc1ccc2nc(NC(=O)Nc3ccccc3)sc2c1
  A = 3; B = i; C = 6; D = -0.2; E = -2; F = -3; G = 1.7; H = -8; I = 3; J = 1
> COc1ccc(N2CCN(CC(=O)NC(=O)NC(C)(C)C)CC2)cc1
  A = -2; B = i; C = 0; D = -1.3; E = 0; F = 4; G = -0.5; H = -9; I = 6; J = 2
> CC(NC(=O)COc1ccc(N(C)S(=O)(=O)c2ccccc2)cc1)c1ccccc1 (stereo not drawn)
  A = -8; B = i; C = -9; D = 1.6; E = -12; F = 3; G = -0.7; H = -11; I = -3; J = 0
> CCOc1ccc(C(=O)N2CCCC2C(=O)O)cc1 (stereo not drawn)
  A = 2; B = i; C = -2; D = -1.4; E = 1; F = -6; G = 0.1; H = -1; I = 1; J = -1
> CN(Cc1ccccc1)C(=O)c1cccc(NC(=O)Cc2ccc(NC(=O)C3CCCN(C(=O)C4CCCC4)C3)cc2)c1 (stereo not drawn)
  A = 7; B = i; C = -7; D = -1.0; E = 8; F = 19; G = -0.9; H = 0; I = 0; J = 2
> CCN1CCN(C(=O)c2ccc(CN(c3ccccc3)S(=O)(=O)c3ccccc3)cc2)CC1
  A = -8; B = i; C = -5; D = 0.3; E = -15; F = -1; G = 0.5; H = -3; I = -1; J = 0
> COC(=O)C1=C(C(=O)c2ccccc2)C(c2ccc(OC)c(OC)c2)Nc2nnnn21 (stereo not drawn)
  A = -2; B = i; C = 0; D = -1.6; E = -1; F = -10; G = -0.1; H = -7; I = -4; J = 2
> COC(=O)Cn1cnc2c1c(=O)n(C)c(=O)n2C
  A = 3; B = i; C = 0; D = 0.1; E = -1; F = 1; G = -0.1; H = -2; I = -4; J = 1
> c1ccc2nc3[nH]cnc3nc2c1
  A = 6; B = i; C = 0; D = -0.7; E = 6; F = 49*; G = 0.0; H = -14; I = -12; J = 1
> Cc1nn(-c2ccccc2)c(Cl)c1C1C(C#N)=C(N)OC2=C1C(=O)CCC2 (stereo not drawn)
  A = 2; B = i; C = -2; D = -2.0; E = -1; F = 15; G = 0.4; H = -8; I = 8; J = -1
> CCOC(=O)c1c(NC(=O)CCC(=O)N2CCOCC2)sc2c1CC(C)(C)OC2
  A = -1; B = i; C = 0; D = -0.9; E = 2; F = 4; G = -0.7; H = 0; I = -3; J = -1
> COc1cc(NC(=O)CSc2nnc3c(C)cc4c(C)ccc(C)c4n23)c(C(=O)O)cc1OC
  A = 4; B = i; C = 0; D = -1.1; E = 0; F = 18; G = 0.7; H = 4; I = -4; J = 0
> Cc1c(/C=N/NC(=O)c2cc(Br)ccc2O)c(=O)n(C)c(=O)n1C
  A = 4; B = i; C = 2; D = -1.8; E = -2; F = 5; G = 0.4; H = -6; I = 1; J = 1
> CC(=O)Nc1ccc(-c2csc(NC(=O)Cc3ccccc3F)n2)cc1
  A = 1; B = i; C = -11; D = 1.9; E = -3; F = 21; G = 0.2; H = 1; I = 21; J = 1
> O=C(/C(C=Nc1cccc(C(F)(F)F)c1)=C(/O)c1ccco1)C(F)(F)F
  A = -2; B = i; C = 7; D = -0.7; E = -12; F = -12; G = 0.0; H = -10; I = -12; J = 1
> COc1ccccc1NC(=O)NCc1ccco1
  A = -1; B = i; C = 0; D = 0.2; E = -3; F = -8; G = -0.9; H = 1; I = -2; J = -2
> COc1ccc(C(C)=O)cc1CC(=O)NC1CCCCCC1
  A = -5; B = i; C = 0; D = 0.6; E = -1; F = 10; G = -0.4; H = -2; I = 1; J = -2
> CC[n+]1c(/C=C(\C)OC)sc2ccccc21
  A = 0; B = i; C = 5; D = 23; E = -5; F = 31; G = -0.7; H = -1; I = 1; J = 1
> CC1=C(C(=O)Nc2ccc(C)cc2)C(c2ccco2)NC(=O)N1 (stereo not drawn)
  A = -1; B = i; C = 2; D = -0.1; E = -2; F = -14; G = -0.3; H = -5; I = 1; J = 0
> Cc1ccc(CNC(=O)COC(=O)C2CCN(S(=O)(=O)c3cccs3)CC2)cc1
  A = -5; B = i; C = 1; D = 0.9; E = 8; F = -8; G = -1.0; H = -9; I = 4; J = 1
> CC1=C(C(=O)OCc2cc(C)on2)N2C(=O)[C@@H](NC(=O)OCc3cc(C)on3)[C@H]2SC1
  A = 6; B = i; C = -8; D = 0.1; E = 6; F = 32; G = 0.1; H = 0; I = 1; J = 0
> Cc1cc(C)c2oc(C(=O)Nc3ccc(S(=O)(=O)Nc4nccc(C)n4)cc3)cc(=O)c2c1
  A = 12; B = i; C = 2; D = 1.3; E = 4; F = -6; G = -0.5; H = 0; I = 8; J = -2
> COc1cc(/C=C2\SC(N)=NC2=O)cc(OC)c1
  A = 0; B = i; C = 2; D = -3.0; E = -5; F = -20; G = 0.0; H = -6; I = -16; J = 0

With a hit mark in PABP1 MLLE inh, among the entries above:
SMILES,NadD inh,Rpn11 inh,DNMT1 inh,LMPTP block,CSN deneddyl inh,PABP1 MLLE inh,Scp-1 inhibitor,SUMO1-SIM PPI,STEP block
c1ccc2nc3[nH]cnc3nc2c1,6,i,0,-0.7,6,49*,-14,-12,1

Returning to the listing, starting 2 compounds before the break.
Field names – A = NadD inh; B = Rpn11 inh; C = DNMT1 inh; D = LMPTP block; E = CSN deneddyl inh; F = PABP1 MLLE inh; G = TbMetRS inhib; H = Scp-1 inhibitor; I = SUMO1-SIM PPI; J = STEP block
> Cc1cc(C)c2oc(C(=O)Nc3ccc(S(=O)(=O)Nc4nccc(C)n4)cc3)cc(=O)c2c1
  A = 12; B = i; C = 2; D = 1.3; E = 4; F = -6; G = -0.5; H = 0; I = 8; J = -2
> COc1cc(/C=C2\SC(N)=NC2=O)cc(OC)c1
  A = 0; B = i; C = 2; D = -3.0; E = -5; F = -20; G = 0.0; H = -6; I = -16; J = 0
> FC(F)(F)c1cccc(Oc2nc(-c3ccccc3)nnc2C(F)(F)F)c1
  A = 5; B = i; C = 4; D = -0.9; E = 1; F = 15; G = -0.1; H = 6; I = -2; J = -2
> CS(=O)(=O)N(CC(=O)N1CCN(c2ccccc2F)CC1)C1CCCCC1
  A = 1; B = i; C = 2; D = -0.7; E = 4; F = 0; G = -0.5; H = -1; I = 0; J = 3
> CCCCCO
  A = 0; B = i; C = 0; D = -1.5; E = -5; F = 6; G = 0.1; H = 6; I = 3; J = 2
> O=C(Cc1ccccc1[N+](=O)[O-])NCc1ccc2c(c1)OCO2
  A = -6; B = i; C = 7; D = -1.0; E = -1; F = -8; G = 0.8; H = -10; I = -8; J = -7
> O=C(OCCCN=C1NS(=O)(=O)c2ccccc21)c1ccccc1
  A = -5; B = i; C = 2; D = -0.1; E = -5; F = -4; G = -0.2; H = -7; I = 2; J = 0
> COCCNC(=O)Cc1c(C)c2c(cc(C)c3c(C(C)(C)C)coc32)oc1=O
  A = -13; B = i; C = 4; D = 0.0; E = 3; F = 12; G = -0.3; H = -3; I = -16; J = 3
> C/C(CC1(O)/C(=N/O)CCc2nonc21)=N\O (stereo not drawn)
  A = -3; B = i; C = 3; D = -2.1; E = 0; F = -8; G = -1.7; H = -6; I = 3; J = -2
> Clc1cccc(Cl)c1Cn1nnc(N2CCCC2)n1
  A = -7; B = i; C = 0; D = -0.8; E = -1; F = -4; G = -0.6; H = -14; I = 0; J = 0
> O=C(c1c[nH]c(C(=O)C(Cl)(Cl)Cl)c1)c1c(F)cccc1F
  A = 0; B = i; C = 5; D = -2.4; E = 23; F = 0; G = -0.9; H = -16; I = 1; J = -2
> C/C(=N\Nc1ccc(S(N)(=O)=O)cc1[N+](=O)[O-])c1ccc2c(c1)OCO2
  A = 23; B = i; C = 23; D = 41; E = 7; F = 6; G = 0.7; H = -7; I = -13; J = 4
> COc1cc(OC)cc(C(=O)NCC(=O)OCC(=O)Nc2ccc(C)c(S(=O)(=O)N3CCOCC3)c2)c1
  A = -7; B = i; C = -3; D = -0.2; E = -1; F = -26; G = -0.5; H = -1; I = -3; J = 1
> Cc1ccccc1OCC(=O)N/N=C/c1cccc(Oc2ccc([N+](=O)[O-])cc2[N+](=O)[O-])c1
  A = 25; B = i; C = -1; D = 2.6; E = 4; F = 3; G = 0.7; H = -10; I = -9; J = 8
> C/C(CC(=O)Nc1ccccc1[N+](=O)[O-])=N\NC(=O)COc1ccccc1C
  A = -6; B = i; C = -6; D = -0.9; E = 1; F = 2; G = -0.4; H = -2; I = -11; J = 0
> CC(=O)Nc1cccc2ncccc12
  A = 2; B = i; C = 2; D = -0.3; E = 10; F = 18; G = -1.5; H = -2; I = 1; J = -1

For convenience, 4 of the compounds above:
Field names – A = NadD inh; B = Rpn11 inh; C = DNMT1 inh; D = LMPTP block; E = CSN deneddyl inh; F = PABP1 MLLE inh; G = TbMetRS inhib; H = Scp-1 inhibitor; I = SUMO1-SIM PPI; J = STEP block
> COc1cc(OC)cc(C(=O)NCC(=O)OCC(=O)Nc2ccc(C)c(S(=O)(=O)N3CCOCC3)c2)c1
  A = -7; B = i; C = -3; D = -0.2; E = -1; F = -26; G = -0.5; H = -1; I = -3; J = 1
> Cc1ccccc1OCC(=O)N/N=C/c1cccc(Oc2ccc([N+](=O)[O-])cc2[N+](=O)[O-])c1
  A = 25; B = i; C = -1; D = 2.6; E = 4; F = 3; G = 0.7; H = -10; I = -9; J = 8
> C/C(CC(=O)Nc1ccccc1[N+](=O)[O-])=N\NC(=O)COc1ccccc1C
  A = -6; B = i; C = -6; D = -0.9; E = 1; F = 2; G = -0.4; H = -2; I = -11; J = 0
> CC(=O)Nc1cccc2ncccc12
  A = 2; B = i; C = 2; D = -0.3; E = 10; F = 18; G = -1.5; H = -2; I = 1; J = -1
